OX1R antag-1 = antagonists of human orexin 1 receptor (OX1R); O43613; OX1R-expressing cells, FRET antagonist read-out; inhibition, % at 6.6 µM; hit rate 1.8% among 330,000; AID 485270; in the data active = inhibition mostly above about 38%, no sharp cut-off; inactive = mostly below about 40%;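 note: 0% = agonist challenge alone and 100% = reference antagonist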
Target sequence (O43613 whole entry, looked up): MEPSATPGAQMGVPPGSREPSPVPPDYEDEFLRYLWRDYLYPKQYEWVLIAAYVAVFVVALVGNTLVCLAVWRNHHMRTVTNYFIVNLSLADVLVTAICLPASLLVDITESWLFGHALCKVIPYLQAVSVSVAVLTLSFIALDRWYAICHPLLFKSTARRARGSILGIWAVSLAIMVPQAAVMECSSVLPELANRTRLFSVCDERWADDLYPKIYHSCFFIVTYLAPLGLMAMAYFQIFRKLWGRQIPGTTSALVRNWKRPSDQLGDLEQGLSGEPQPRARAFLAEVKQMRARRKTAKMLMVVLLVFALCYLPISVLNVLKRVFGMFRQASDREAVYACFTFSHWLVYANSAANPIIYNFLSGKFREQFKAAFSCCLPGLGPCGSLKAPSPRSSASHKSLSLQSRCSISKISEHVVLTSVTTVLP
OX1R antag-2 = antagonists of human orexin 1 receptor | O43613 | CHO/OX1R cells, Fluo-8 calcium fluorescence, orexin A | inhibition, % at 5 µM | hit rate 0.43% among 330,000 | AID 434989;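 active = inhibition above its plate's threshold, mean inhibition of all tested compounds on the plate plus 3 SD, cut at about 37% in these data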;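 note: 0% = orexin A challenge wells and 100% = SB-334867-A antagonist wells; not every result past the cut was called active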
Starred values were filed as active, the others as inactive. Rows are unselected; any-hit rate near 2.1%.

Preview:
| canonical_smiles | OX1R antag-1 | OX1R antag-2 |
| --- | --- | --- |
| CCOc1ccc(Cl)cc1S(=O)(=O)N1CCC(C(=O)NCc2cccnc2)CC1 | 3 | 1 |
| CCN(CC)c1ccc(N2C(=O)/C(=C\c3cccnc3)SC2=S)cc1 | 27 | -13 |
| Fc1cc(F)c(F)c(SCCc2ccncc2)c1F | 4 | -3 |
| CCCCN1C(=O)C(O)(CC(=O)c2ccccn2)c2ccccc21 (configuration not stated) | 4 | -18 |
| CCc1ccccc1N(CC(=O)N1CCCC1)S(C)(=O)=O | 9 | -10 |
| CCOc1ccc(NS(=O)(=O)c2ccc3c(c2)N(C(C)=O)CCO3)cc1 | 7 | -8 |

The list itself, repeating the preview:
| canonical_smiles | OX1R antag-1 | OX1R antag-2 |
| --- | --- | --- |
| CCOc1ccc(Cl)cc1S(=O)(=O)N1CCC(C(=O)NCc2cccnc2)CC1 | 3 | 1 |
| CCN(CC)c1ccc(N2C(=O)/C(=C\c3cccnc3)SC2=S)cc1 | 27 | -13 |
| Fc1cc(F)c(F)c(SCCc2ccncc2)c1F | 4 | -3 |
| CCCCN1C(=O)C(O)(CC(=O)c2ccccn2)c2ccccc21 (configuration not stated) | 4 | -18 |
| CCc1ccccc1N(CC(=O)N1CCCC1)S(C)(=O)=O | 9 | -10 |
| CCOc1ccc(NS(=O)(=O)c2ccc3c(c2)N(C(C)=O)CCO3)cc1 | 7 | -8 |
| COc1ccc(CNC(=O)CC2C[C@H](C(=O)N3CCCCC3)[C@@]3(C)c4[nH]c5ccccc5c4CCN3C2=O)cc1OC (some centres not stated) | 0 | -19 |
| CC12/C(=N/O)C3C4CC5C3/C(=N/O)C1C5C42 (configuration not stated) | 10 | -2 |
| CCn1nnnc1SCC(=O)NCc1ccc2c(c1)OCO2 | 14 | -14 |
| O=C(CCCCCN1C(=O)CCC1=O)Nc1ccc2c(c1)OCO2 | 9 | 0 |
| O=S(=O)(NC1CCCCCCC1)c1ccccc1F | 16 | -10 |
| Cc1onc(-c2c(Cl)cccc2Cl)c1C(=O)OCC(=O)c1ccccc1 | 29 | -24 |

Record cards, as listed above:
Record of O=C(CCCCCN1C(=O)CCC1=O)Nc1ccc2c(c1)OCO2 = OX1R antag-1 = 9; OX1R antag-2 = 0
Record of CCOc1ccc(NS(=O)(=O)c2ccc3c(c2)N(C(C)=O)CCO3)cc1 = OX1R antag-1 = 7; OX1R antag-2 = -8

New compounds follow.
| canonical_smiles | OX1R antag-1 | OX1R antag-2 |
| --- | --- | --- |
| COc1ccc(NC(=O)O/N=C/c2ccc(Br)cc2)cc1 | 13 | -14 |
| CSCC[C@H](NC(=O)[C@H](Cc1ccccc1)n1c(=O)[nH]c2ccccc2c1=O)C(=O)N[C@@H](Cc1ccccc1)C(=O)O | 18 | -2 |
| Cc1ccc(S(=O)(=O)N2CCOCC2)cc1C(=O)OCC(=O)NCCc1ccc(F)cc1 | 10 | -10 |
| C/C(=N\Nc1ccc(C#N)cc1[N+](=O)[O-])c1ccc(O)cc1 | 9 | 5 |
| C/C(=N\NC(=O)CNC(=O)c1ccc(Br)cc1)c1ccco1 | 8 | -9 |
| CCN(CC)c1ccc(NC(=O)c2cnn(CC)c2)cc1 | 28 | -25 |
| COc1cccc(-n2nnc3c(=O)n(CC(=O)Nc4cc(C)on4)cnc32)c1 | -1 | -10 |
| COc1cccc(C(=O)Nc2ccc(NC(=O)C(C)(C)C)cn2)c1 | 10 | -12 |
| COc1cccc(CN2CC(C(=O)N3CCOCC3)CCC2=O)c1 (configuration not stated) | 3 | 6 |
| Cc1c(C(=O)O)sc2c1c(=O)n(Cc1ccccc1)c(=O)n2C | 14 | -11 |
| CCn1c(CSc2nc3ccccc3s2)nc2ccccc21 | 100* | 79* |
| O=C(c1ccccn1)c1cc2ccccc2n1S(=O)(=O)c1ccccc1 | 12 | 3 |
| O=C(Cc1ccccc1)NNC(=O)Nc1ccc(Cl)c(Cl)c1 | 16 | -16 |
| O=C(COC(=O)C1CCN(c2ccc(C(F)(F)F)cn2)CC1)Nc1cccc(F)c1 | 15 | -20 |
| Cc1cccc(NC(=O)c2ccc([N+](=O)[O-])s2)n1 | 36* | -3 |
| Cc1cc(C)n2nc(N)c(N=Nc3ccc(Cl)cc3)c2n1 | 28 | -25 |
| COc1ccc(N2C(=NC(=O)C(C)Oc3ccccc3)SC3CS(=O)(=O)CC32)cc1 (configuration not stated) | 14 | -25 |
| CONc1nc(NC(C)(C)C)nc(OCC#N)n1 | 6 | -12 |
| COc1ccccc1NC(=S)N(CCN1CCOCC1)Cc1ccccc1F | 28 | -31 |
| Cc1ccccc1C(=O)Nc1nnc(S(=O)(=O)N2CCCCC2)s1 | 5 | -30 |
| CC(Sc1nnc(-c2ccco2)n1C)C(=O)NC1CCCC1 (configuration not stated) | 1 | -26 |
| CCC(C(=O)OCC(=O)N(CCOC)c1c(N)n(Cc2ccccc2)c(=O)[nH]c1=O)c1ccccc1 (configuration not stated) | 14 | -9 |
| O=C(NC1CCCCCC1)c1c2c(nc3ccccc13)CCN(Cc1ccccc1)C2 | 32 | -30 |
| Cc1cc(C)cc(NC(=O)C(OC(=O)c2ccc(O)cc2)c2ccccc2)c1 (configuration not stated) | 10 | -3 |
| CC(=O)c1c(C)nc(-c2ccc(OCC(=O)Nc3ccccc3)cc2)n1O | -2 | -27 |
| CC(=O)Nc1ccc(S(=O)(=O)N2c3ccccc3C(C)=CC2(C)C)cc1 | 21 | -16 |
| COc1ccc(N2CCN(c3nc4ccccn4c(=O)c3C=O)CC2)cc1 | 43 | -12 |
| COc1ccc(/C(O)=C/C(=O)C(=O)NNC(=O)C(O)(c2ccccc2)c2ccccc2)cc1 | 7 | -17 |
| Cc1cc(C)cc(-n2c(SCC(=O)Nc3cccc(S(=O)(=O)NC4=NCCCCC4)c3)nc3ccccc3c2=O)c1 | 13 | -33 |
| COc1cc(C)ccc1OCCOCCOc1ccccc1[N+](=O)[O-] | 30 | -22 |
| Cc1ccc(N(CC(=O)N2CCc3ccccc32)C2=NC(=O)CS2)cc1 | -5 | -22 |
| NC(=O)c1c(NC(=O)C(=O)N2CCOCC2)sc2c1CCCC2 | 7 | -20 |
| CCOc1ccccc1CNC(=O)CCn1ccc2cc(S(=O)(=O)N3CCCCC3)ccc21 | 17 | -23 |
| CCN(C(=O)[C@@H]1CCCN1C(=O)c1cccs1)c1nc2cc(Cl)ccc2s1 | 7 | -13 |
| CCn1cnc2scc(-c3ccccc3)c2c1=O | 15 | -27 |
| COC(=O)c1nn(-c2ccccc2)c(Sc2ccc(OC)cc2)c1/C=N/O | -156 | -7 |
| O=C(O)Cc1c(O)ccc2ccccc12 | 21 | -3 |
| Cc1nnc(NCc2n[nH]c(=O)c3ccccc23)c2ccccc12 | 1 | -20 |
| CCCNC(=O)C1CCN(S(=O)(=O)c2ccc(Br)cc2)CC1 | 5 | -9 |
| COc1ccc(Cl)cc1C1=CC(=O)C[C@H](c2ccc(F)cc2)C1 | 2 | -4 |
| O=C(CCNS(=O)(=O)c1cccc2nsnc12)NCc1ccccc1 | 77* | -16 |
| O=C(c1cnc2ccccn2c1=O)N1CCCc2ccccc21 | 14 | -5 |
| CC(=O)c1ccc(NS(=O)(=O)c2cc(-c3cnc(C4CC4)o3)ccc2C)cc1 | 24 | -30 |
| O=C(CSc1ncccc1-c1nc2ccccc2[nH]1)N1CCCCC1 | 7 | -16 |
| CC(C)c1c(O)nc(SCCN(C)C)[nH]c1=O | 0 | -21 |
| CC1CCC(NC(=S)NCCN(C)C)CC1 (configuration not stated) | 28 | -8 |
| COc1c(Cl)ccc(Cl)c1C(=O)OCC(=O)O | 11 | 2 |
| CCOC(=O)c1c(N)sc(C(=O)Nc2ccc3c(c2)OCO3)c1C | 13 | -23 |

3 compounds out of the list above, sorted by the value under OX1R antag-2, ascending.
molecule	OX1R antag-2
Cc1ccccc1C(=O)Nc1nnc(S(=O)(=O)N2CCCCC2)s1	-30
O=C(CCNS(=O)(=O)c1cccc2nsnc12)NCc1ccccc1	-16
Cc1ccc(S(=O)(=O)N2CCOCC2)cc1C(=O)OCC(=O)NCCc1ccc(F)cc1	-10

(next part)
| canonical_smiles | OX1R antag-1 | OX1R antag-2 |
| --- | --- | --- |
| Cc1ccc2nc(-c3ccncc3)cc(C(=O)Nc3ccc4c(c3)OCCO4)c2c1 | 22 | -44 |
| Cc1ccc(C)c(OCCn2ccnc2)c1 | 9 | -6 |
| CCOC(=O)c1c(-c2ccc(Cl)cc2)cn2ccccc12 | 24 | -26 |
| CCCCCc1ccc(-c2cn(Cc3ccc(C(=O)c4ccccc4)cc3)nn2)cc1 | 17 | -15 |
| COc1ccc(N(CC(=O)N2CCN(Cc3ccc4c(c3)OCO4)CC2)S(=O)(=O)c2ccc(F)cc2)cc1 | 11 | -30 |
| O=C(Cc1csc(NC(=O)Nc2cccc(Cl)c2)n1)NC1CCCC1 | 30 | -11 |
| Cc1noc(C)c1S(=O)(=O)N1CCC(C(=O)NCCCN2CC(C)CC(C)C2)CC1 (configuration not stated) | 8 | -13 |
| O=C(CCS(=O)(=O)c1cccc2nsnc12)NC1CCCCCC1 | 66 | -5 |
| Cn1c(=O)cc(SCC(=O)N2CCCC2)c2ccccc21 | 9 | -10 |
| O=C(COC(=O)c1ccccc1NC(=O)C1CC1)c1ccc2c(c1)OCCO2 | 36 | -21 |
| CC(=O)Nc1c(-c2ccc(F)cc2)nc2ccccn12 | 7 | -10 |
| CC(C)C12CN3CC(C(C)C)(CN(C1)C3c1ccccc1)C2O (configuration not stated) | 15 | -4 |
| C[C@]12c3[nH]c4ccccc4c3CCN1C(=O)C(CC(=O)NCCN1CCOCC1)C[C@@H]2C(=O)N1CCCCC1 (some centres not stated) | -1 | -12 |
| C/C=C/C1=CC(=O)C[C@H](c2ccc(OC)c(OC)c2)C1 | 9 | 4 |
| COc1ccc(OC)c(-c2cc(C(=O)Nc3cc(C)on3)no2)c1 | 21 | -16 |
| CCc1nn(CC(=O)NC(C)CCc2ccccc2)c(=O)c2cc3cc(F)ccc3n12 (configuration not stated) | 6 | -30 |
| Cc1ccnc(NS(=O)(=O)c2ccc(NC(=O)c3c(-c4ccccc4Cl)noc3C)cc2)n1 | 6 | -16 |
| COc1ccccc1N/C(N)=N/c1nc(CSc2ccc(C)cc2)cc(=O)[nH]1 | 28 | 5 |
| COc1ccc(-c2cc(CNC(=O)CN3CCN(C)CC3)on2)cc1 | -1 | -15 |
| Cn1c(=O)c2c(ncn2CC(=O)N2CCCc3ccccc32)n(C)c1=O | 22 | -11 |
| O=C(Nc1ccc(S(=O)(=O)N2CCOCC2)cc1)C1COc2ccccc2O1 (configuration not stated) | 17 | -4 |
| CCOC(=O)C1CCN(c2ncnc3c2c(-c2ccccc2)cn3-c2ccc(C)cc2)CC1 | 25 | -11 |
| O=C(CN1C(=O)C2CC=CCC2C1=O)N1CCN(c2ccc([N+](=O)[O-])cc2)CC1 (configuration not stated) | 50 | -9 |
| Cc1ccc(Cl)cc1NC(=O)Cn1nc(-c2cccs2)ccc1=O | 98* | 58* |
| COc1cc(CO)ccc1OCc1ccc(Cl)nc1 | 2 | -16 |
| CCc1nnc(NC(=O)/C=C/c2ccc(C)o2)s1 | 5 | -17 |
| CCN(CC)C(=O)c1ccc(CS(=O)(=O)c2ccc(Br)cc2)cc1 | -3 | -20 |
| COc1cc(C(=O)OCCCN=C2NS(=O)(=O)c3ccccc32)cc(OC)c1OC | 20 | -12 |
| O=C(CSc1nc2cc([N+](=O)[O-])ccc2n1-c1ccc(F)cc1)NC1CCS(=O)(=O)C1 (configuration not stated) | 20 | -8 |
| Cc1ccc2c(c1)N(C(=O)CCC(=O)NCc1cccc(F)c1)CCO2 | 1 | -21 |
| COc1ccc2cc(CN(CC3CCCO3)S(=O)(=O)c3ccc(C(C)=O)cc3)c(=O)[nH]c2c1 (configuration not stated) | 19 | -141 |
| COc1cccc(CNC(=O)Cc2ccc(NC3=NC4CS(=O)(=O)CC4S3)cc2)c1 (configuration not stated) | 5 | 1 |

4 entries from above, field by field:
mol: CCc1nnc(NC(=O)/C=C/c2ccc(C)o2)s1
  OX1R antag-1: 5; OX1R antag-2: -17

mol: CCN(CC)C(=O)c1ccc(CS(=O)(=O)c2ccc(Br)cc2)cc1
  OX1R antag-1: -3; OX1R antag-2: -20

mol: COc1cc(C(=O)OCCCN=C2NS(=O)(=O)c3ccccc32)cc(OC)c1OC
  OX1R antag-1: 20; OX1R antag-2: -12

mol: O=C(CSc1nc2cc([N+](=O)[O-])ccc2n1-c1ccc(F)cc1)NC1CCS(=O)(=O)C1 (configuration not stated)
  OX1R antag-1: 20; OX1R antag-2: -8
